# Screening data from PubChem BioAssay.
# All columns: NCI-60 one-dose screen, growth in % after 48 h at 10 µM unless noted; 100 = growth as untreated, 0 = no growth, -100 = all killed.
# OVCAR-3: OVCAR-3 ovarian cancer | 79,000 tested, 7% active | AID 1794787
# SF-268: SF-268 CNS cancer cells; 82,000 tested, 3.1% active
# OVCAR-5: OVCAR-5 ovarian cancer; 82,000 tested, 2.9% active; AID 1794783
# SK-OV-3: SK-OV-3 ovarian cancer cells. 80,000 tested, 3.2% active. AID 1794785
# PC-3: PC-3 prostate cancer cells | 80,000 tested, 3.9% active
# U251: U251 CNS tumor cells; 80,000 tested, 5.4% active
# OVCAR-8: OVCAR-8 ovarian cancer; 81,000 tested, 4.4% active; AID 1794782
# DU-145: DU-145 prostate cancer. 81,000 tested, 4.2% active. AID 1794760
# OVCAR-4: OVCAR-4 ovarian cancer cells; AID 1794784; 80,000 tested, 3.7% active
# * = called active by the depositor; . = no result given. Rule for the calls: active = growth percent below 10; inactive = the rest.
nr	structure	OVCAR-3	SF-268	OVCAR-5	SK-OV-3	PC-3
1	O=S(=O)(O)c1cc(N=Nc2ccc(O)c3ccccc23)ccc1/C=C/c1ccc(N=Nc2ccc(O)c3ccccc23)cc1S(=O)(=O)O	97	102	127	99	102
2	CC(=O)NC1C(O[C@H]2CC[C@]3(C)[C@H]4CC=C5[C@@H]6CC(C)(C)CC[C@]6(C(=O)OC6OCC(O)C(O)C6OC6OC(C)C(OC7OC(CO)C(O)C7O)C(OC7OC(CO)C(O)C(O)C7O)C6O)[C@H](O)C[C@@]5(C)[C@]4(C)CC[C@H]3C2(C)C)OC(COC2OCC(O)C(O)C2OC2OCC(O)C(O)C2O)C(O)C1O (stereo not given in full)	137	128	94	106	95
3	Nc1ccc2nc(N)sc2c1	123	111	121	102	97
4	CCOC(=O)C1=C(C)NC(SCc2cc(=O)oc3ccc(F)cc23)=N[C@@H]1c1cccc2ccccc12	92	94	119	92	88
5	S=C1Nc2c(sc3ccc(Cl)cc23)C(c2cccc(Br)c2)N1 (stereo not given)	100	99	100	90	94
6	Brc1ccc2[nH]cc(-c3cncn3Cc3ccc(I)cc3)c2c1	73	61	72	82	50
7	COc1ccc2nc(-c3nc(-c4ccccc4F)n4ccccc34)[nH]c2c1	99	90	123	122	70
8	O=C(/C(=C/c1ccc(Br)cc1)c1ccccc1)c1ccccc1	92	88	115	115	94
9	CC(C)c1ccc(OCCCCCCOc2cccc(/C=C3\N=C4SCCCN4C3=O)c2)cc1	78	92	107	97	41
10	N#CC1=C(N)Oc2c(ccc3ccccc23)C1c1ccc(Cl)cc1 (stereo not given)	91	86	100	78	73

nr	U251	OVCAR-8	DU-145	OVCAR-4
1	106	113	111	.
2	99	65	139	93
3	112	114	120	107
4	102	89	98	102
5	107	103	112	91
6	71	70	92	59
7	96	51	92	100
8	92	68	94	72
9	97	66	101	84
10	92	100	104	93

# As entered above.
# Result for O=S(=O)(O)c1cc(N=Nc2ccc(O)c3ccccc23)ccc1/C=C/c1ccc(N=Nc2ccc(O)c3ccccc23)cc1S(=O)(=O)O in OVCAR-5: 127
# Result for COc1ccc2nc(-c3nc(-c4ccccc4F)n4ccccc34)[nH]c2c1 in SF-268: 90
# Result for O=C(/C(=C/c1ccc(Br)cc1)c1ccccc1)c1ccccc1 in OVCAR-8: 68
# Result for S=C1Nc2c(sc3ccc(Cl)cc23)C(c2cccc(Br)c2)N1 (stereo not given) in OVCAR-8: 103

# Carrying on:
nr	structure	OVCAR-3	SF-268	OVCAR-5	SK-OV-3	PC-3
11	COc1cc2oc(-c3cccc(C(=O)N[C@@H](C)C(=O)OC(C)(C)C)c3)cc(=O)c2c(OC)c1OC	56	72	128	110	65
12	COC(=O)c1nnn(-c2ccc(S(N)(=O)=O)cc2)c1C(=O)c1ccc(Cl)c(Cl)c1	112	103	100	121	78
13	O=C1CC(=O)c2cccc3cccc1c23	137	122	105	95	84
14	O=C(NNc1nc(Cl)nc(N2CCN(C(c3ccccc3)c3ccccc3)CC2)n1)c1ccccc1	-90*	63	89	128	-47*
15	Cn1ccnc1C(=O)/C=C/c1ccc(C(=O)Nc2ccc(NC(=O)CCNC(=O)c3csc(Br)n3)cc2)cc1	16	62	79	100	48
16	CC1(O)c2ccccc2N2C(=O)NC(=O)C23OC=CC13 (stereo not given)	103	96	99	94	95
17	COc1cc(C)c2ccccc2n1	97	101	94	102	97
18	CC(=O)OCC1=C(C(=O)O)N2C(=O)[C@@H](NC(=O)CSc3ccncc3)[C@H]2SC1	115	110	107	112	88
19	CCOc1ccc(-n2c(CCc3ccccc3)nnc2SCC(=O)N2CCCC2)cc1	76	112	118	108	88
20	Nc1nc2[nH]cc(CCc3ccc(C(=O)N[C@@H](CCc4nn[nH]n4)C(=O)O)cc3)c2c(=O)[nH]1	116	102	107	97	95

nr	U251	OVCAR-8	DU-145	OVCAR-4
11	64	48	63	61
12	103	104	110	107
13	100	97	143	103
14	27	3.1*	47	-16*
15	24	64	12	64
16	109	105	106	116
17	.	101	110	95
18	98	100	113	110
19	96	.	110	103
20	100	100	103	104

# (further entries)
nr	structure	OVCAR-3	SF-268	OVCAR-5	SK-OV-3	PC-3
21	O=C1NC(=O)c2ncccc21	113	103	107	101	107
22	CCCn1c(NC(=O)c2cccc(C(N)=O)c2)nc2ccc(CN3CCCCC3)cc21	112	107	83	86	63
23	COC1=C(Nc2cccc(C)c2C)C(=O)C(OC)=C(Nc2cccc(C)c2C)C1=O	114	107	99	100	90
24	C=C1C(=O)O[C@H]2[C@H]1CC/C(COC(=O)NCCc1ccccc1OC)=C\CC[C@@]1(C)O[C@@H]21	104	99	90	102	95
25	COCCN1CCN(c2nc(NCCN3CCOCC3)ncc2Br)CC1	107	95	103	99	101
26	O=C(Cc1ccccc1)c1ccc(O)cc1O	111	99	111	110	103
27	CCCCOc1nc2ccccc2cc1/C=C/C(=O)/C=C(/C=C/c1cc2ccccc2nc1OCCCC)OB(F)F	111	102	108	92	99
28	CC(C)(C)OC(=O)N1C(=O)c2c(c3c4cccnc4[nH]c3c3ccc4ccccc4c23)C1=O	.	108	106	64	93
29	c1ccc(CCn2cncc2-c2c[nH]c3ccccc23)cc1	91	84	95	90	77
30	CCOC(=O)C(OC(=O)c1ccccc1)C(=O)OCC	104	95	100	101	86

nr	U251	OVCAR-8	DU-145	OVCAR-4
21	106	100	113	113
22	106	107	87	99
23	104	96	111	101
24	92	95	101	101
25	96	99	104	85
26	102	99	107	106
27	105	103	116	112
28	104	99	108	103
29	97	99	105	71
30	91	88	105	93

# (list continues)
nr	structure	OVCAR-3	SF-268	OVCAR-5	SK-OV-3	PC-3
31	CN(C)CCOc1cccc(OCCN(C)C)n1	125	157	89	108	92
32	O=C1c2ccccc2C(=O)N1CCCCl	107	109	98	105	97
33	CCOc1nc(-c2ccco2)n2nc(-c3cccs3)cc2n1	120	93	108	109	104
34	CCOC(=O)c1ccc(Nc2nnc(CSc3nc(C)cc(C)n3)s2)cc1	50	80	98	85	68
35	CC(CO)(CO)C(=O)O	106	104	98	105	95
36	COc1ccc(-c2nn(-c3ccccc3)cc2C2OC23CCc2ccccc2C3=O)cc1 (stereo not given)	115	91	104	114	100
37	O=c1[nH]c(COc2ccc(F)cc2)nc2sc3c(c12)CCC3	104	101	108	120	101
38	CN=C(N)NCCCCCCCCNC(N)=NC	95	94	89	72	.
39	Cc1ccc(S(=O)(=O)C/C(=N\Nc2ccccc2)c2cc3ccccc3oc2=O)cc1	109	94	94	.	97
40	COC(=O)c1c(C)nc(C)c2c1C(=O)C(Br)=C(NCCCCO)C2=O	1.9*	76	101	121	63

nr	U251	OVCAR-8	DU-145	OVCAR-4
31	103	100	221	109
32	106	97	112	105
33	91	97	106	94
34	89	.	84	34
35	102	111	105	105
36	102	99	111	97
37	103	101	96	111
38	81	74	69	77
39	93	91	114	.
40	72	58	80	38

# Continuation.
nr	structure	OVCAR-3	SF-268	OVCAR-5	SK-OV-3	PC-3
41	COc1ccc(/C=C\c2cc(OC)c(OC)c(OC)c2)cc1OC(=O)c1cccc(Cn2cc(CCOC(=O)c3cccc(Cn4nnc5c4C(=O)c4ccccc4C5=O)c3)nn2)c1	-10*	28	29	42	23
42	COc1cc(C(=O)C(=O)c2ccc(OC)c(OC)c2)ccc1O	109	104	104	106	91
43	CC(C)(C)C1=CC(=O)C=C(C(C)(C)C)C1=O	109	115	109	114	99
44	Cc1nc2sc(C(=O)Nc3cccc4ncccc34)c(N)c2cc1C(C)O (stereo not given)	55	88	97	70	73
45	COc1ccc(-c2nc(N3N=C(c4ccc(F)cc4)CCC3=O)n(C)c(=O)c2C#N)cc1	110	109	94	100	78
46	COc1cccc(C2=NN(c3ccc(-c4ccccc4)nn3)C(c3ccc(F)c(OC)c3)C2)c1 (stereo not given)	101	91	100	100	79
47	CCCCCCCCCCCCCCCCCCOc1ccccc1CC(=O)OCC[N+]1(C)CCOCC1	65	36	63	100	41
48	CCOC(=O)c1cn2ncnc(Oc3ccc(NC(=O)NCCN(C)C)c(Cl)c3)c2c1C	75	65	92	94	69
49	CCOC(=O)c1cnc2ccc(C)cn2c1=O	112	107	106	102	108
50	COc1cc2cc(NCc3ccc(F)cc3)nc(C)c2cc1OC	68	51	53	75	48

nr	U251	OVCAR-8	DU-145	OVCAR-4
41	24	16	7.3*	32
42	.	.	115	112
43	100	103	107	117
44	83	87	109	91
45	104	99	127	101
46	91	93	102	77
47	30	41	71	61
48	70	79	87	82
49	105	98	111	110
50	30	51	58	97

# Given with values under each structure: entries from further up
# Order of results – OVCAR-3	SF-268	OVCAR-5	SK-OV-3	PC-3	U251	OVCAR-8	DU-145	OVCAR-4
41	COc1ccc(/C=C\c2cc(OC)c(OC)c(OC)c2)cc1OC(=O)c1cccc(Cn2cc(CCOC(=O)c3cccc(Cn4nnc5c4C(=O)c4ccccc4C5=O)c3)nn2)c1
    -10*	28	29	42	23	24	16	7.3*	32
42	COc1cc(C(=O)C(=O)c2ccc(OC)c(OC)c2)ccc1O
    109	104	104	106	91	.	.	115	112
43	CC(C)(C)C1=CC(=O)C=C(C(C)(C)C)C1=O
    109	115	109	114	99	100	103	107	117
44	Cc1nc2sc(C(=O)Nc3cccc4ncccc34)c(N)c2cc1C(C)O (stereo not given)
    55	88	97	70	73	83	87	109	91
45	COc1ccc(-c2nc(N3N=C(c4ccc(F)cc4)CCC3=O)n(C)c(=O)c2C#N)cc1
    110	109	94	100	78	104	99	127	101
46	COc1cccc(C2=NN(c3ccc(-c4ccccc4)nn3)C(c3ccc(F)c(OC)c3)C2)c1 (stereo not given)
    101	91	100	100	79	91	93	102	77
47	CCCCCCCCCCCCCCCCCCOc1ccccc1CC(=O)OCC[N+]1(C)CCOCC1
    65	36	63	100	41	30	41	71	61

# Continuation:
nr	structure	OVCAR-3	SF-268	OVCAR-5	SK-OV-3	PC-3
51	OC(COCc1ccccc1)COCc1ccccc1	95	115	108	103	111
52	COC(=O)[C@]12CCC(C)(C)C[C@H]1C1=CC[C@@H]3[C@@]4(C)C/C(=C/c5ccccc5)C(=O)C(C)(C)[C@@H]4CC[C@@]3(C)[C@]1(C)CC2	101	97	98	109	92
53	CCCCCc1ccc(S(=O)(=O)Nc2cc(-c3csc(NC(=O)CN4CCN(C)CC4)n3)ccc2N2CCN(C)CC2)cc1	-35*	-34*	18	18	30
54	COc1ccc(Cl)cc1NC(=O)c1cc2c([nH]1)-c1nc(NC(=O)C(C)(C)C)sc1CC2	33	45	108	82	61
55	C[N+](C)(CCCCCC[N+](C)(C)CC(=O)NC(N)=O)CC(=O)NC(N)=O	111	101	92	83	88
56	O=C(NCc1ccccc1)Nc1ncccc1OCc1ccccc1	107	94	85	95	93
57	C=CCSc1nnc(/N=C2\NC(=O)/C(=C/c3ccc(OC)cc3)S2)s1	83	89	108	.	90
58	CCc1cccc(Nc2ccn(CC(=O)NCCC(C)C)c(=O)c2)c1	107	106	98	102	92
59	CCCCCC/C=N\NC(N)=S	90	97	111	89	87
60	COCN1CCC2N(COC)CCC3N(COC)CCC1N23 (stereo not given)	116	104	103	101	102

nr	U251	OVCAR-8	DU-145	OVCAR-4
51	96	106	122	107
52	94	100	103	95
53	-33*	19	16	-44*
54	9.5*	27	60	57
55	99	108	112	110
56	93	92	108	97
57	93	96	103	100
58	98	102	111	89
59	79	89	102	74
60	102	99	111	110

# The closing 4 compounds of the part before are carried over, then new ones follow.
nr	structure	OVCAR-3	SF-268	OVCAR-5	SK-OV-3	PC-3
57	C=CCSc1nnc(/N=C2\NC(=O)/C(=C/c3ccc(OC)cc3)S2)s1	83	89	108	.	90
58	CCc1cccc(Nc2ccn(CC(=O)NCCC(C)C)c(=O)c2)c1	107	106	98	102	92
59	CCCCCC/C=N\NC(N)=S	90	97	111	89	87
60	COCN1CCC2N(COC)CCC3N(COC)CCC1N23 (stereo not given)	116	104	103	101	102
61	CCN1C/C(=N\S(=O)(=O)c2ccccc2)N(CC)C1=S	119	104	103	118	110
62	COc1ccccc1S(=O)Nc1ccccc1 (stereo not given)	107	100	.	105	87
63	CCCCCCCCCCCCCC(=O)Sc1ccccc1C(=S)S	110	93	106	108	95
64	O=C(CN1C(=O)CCC1=O)Nc1ncc(Cc2ccc(F)cc2)s1	103	91	97	110	92
65	CC1CCC(O)C(C)C1 (stereo not given)	107	99	91	93	96
66	COc1ccc(/C=C/C(=O)/C=C(/C=C/c2ccc(OC)c(OCc3ccccc3)c2)OB(F)F)cc1OCc1ccccc1	99	91	111	105	94
67	ClC(Cl)(Cl)C1CO1 (stereo not given)	112	107	113	108	109
68	COc1cc(-c2cc(C(=O)Nc3nc4ccccc4s3)nc3cc(-c4ccccc4)nn23)cc(OC)c1OC	48	.	106	98	.
69	Cc1ccc2c(N)c(C(=O)Nc3ccc(B(O)O)cc3)sc2n1	105	76	97	110	74
70	O=C(O)CNCNc1ccc(S(=O)(=O)c2ccc(NCNCC(=O)O)cc2)cc1	104	99	105	108	92

nr	U251	OVCAR-8	DU-145	OVCAR-4
57	93	96	103	100
58	98	102	111	89
59	79	89	102	74
60	102	99	111	110
61	97	100	117	106
62	91	94	116	110
63	101	101	104	98
64	98	107	106	101
65	96	98	105	99
66	76	85	101	100
67	102	105	117	107
68	67	60	52	82
69	73	77	47	74
70	99	96	109	112
